Statin myotox sup: suppressors of simvastatin-induced myotoxicity in C2C12 myotubes | rescue of ATP level, % at 7.49 µM | 0.78% of 330,000 active | ATP luminescence, 48 h; scaled: DMSO 0, geranylgeraniol control 100;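 active = mean ATP rescue above about 67%, or every replicate alone reaching that limit, limit read from the data, passing the limit was not always enough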;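 also: myotubes were challenged with 10 µM simvastatin during compound exposure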
CFTR F508del cor: CFTR F508del correction in bronchial cells. CFBE cells, YFP halide quenching; stimulated with forskolin plus potentiator P3; % fluorescence drop versus neutral controls. activity (quench increase), % at 7.58 µM. AID 720511. 0.36% of 350,000 active;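 active = mean added fluorescence quench of at least 8% versus neutral control, with both replicates also reaching 8%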;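 also: cells transiently co-express mutant CFTR-F508del with the halide-sensitive YFP; corrector assay measuring rescue of mutant channel to the surface after 24 h compound exposure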
PGC1a acetyl inh: modulators of PGC1a acetylation; U2OS PGC1a acetylation, AlphaScreen anti-acetyl-lysine; with virally co-expressed GCN5 acetyltransferase; inhibition, % at 15.6 µM; 0.17% of 350,000 active;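 active = every replicate shows inhibition of at least 40%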;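 also: 0% = neutral control wells and 100% = positive control wells; some results beyond the cut were filed as inactive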
FN deposition inh: fibronectin deposition inhibition. AID 743247. 0.086% of 350,000 active. AH1F fibroblasts, Alexa488-fibronectin deposition fluorescence, overnight. inhibition, % at 12.6 µM;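 active = mean inhibition across replicates of 30% or more, regardless of how many single replicates reach that level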;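 also: positive control wells lacked labelled fibronectin entirely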
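Material: AH1F fibroblast monolayer depositing Alexa488-labelled fibronectin into matrix | Input: 10000 AH1F cells/well | Medium: DMEM plus 2% serum, read in PBS | Reagent: Alexa488-fibronectin, 24 nM final in well | Compound dosing: One dose per compound, pinned | Schedule: 1 h adhesion, overnight exposure | Measured by: Fluorescence at 485 nm excitation, 525 nm emission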
PglD inh: PglD (C. jejuni) enzyme inhibition | purified PglD enzyme, DTNB colorimetric CoA detection | inhibition, % at 12.5 µM | 0.098% of 360,000 active; in the data active = inhibition above about 16%, passing the limit was not always enough; also: strong numbers were not always called active
GSIS activator: primary screen for activators of insulin secretion dependent on glucose, INS-1E cells, GLuc reporter luminescence; INS-1E GLuc reporter insulin secretion, 2-3 h; activation, % at 16.6 µM; AID 743287; 0.61% of 370,000 active;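 active = lowest replicate activation of at least 40%, so every replicate reaches that level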;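 also: 0% = median of neutral control wells and 100% = median of IBMX positive control wells; some compounds called inactive have numbers as strong as hits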
Cneo AK release: Cryptococcus neoformans lysis via adenylate kinase release. C. neoformans lysis, adenylate kinase release luminescence, 4 h; normalised: neutral wells 0, clomiphene wells 100. lysis activity, % at 15 µM. 0.2% of 360,000 active. AID 651654;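 active = mean lysis activity across replicates of at least 80%, whatever share of replicates individually reach that level; inactive = mean lysis activity below 80%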
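Signal: Adenylate kinase release luminescence | Assay system: Log-phase Cryptococcus neoformans yeast cells | Input: Cells at 5 × 10^6 per mL | Buffer or medium: Fresh YPD growth medium | Compound: Single dose | Schedule: Static 4 h at 37 °C with compound, 1 h detection | Controls: Clomiphene | Read-out: Luminescence rise reflecting yeast cell lysis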
miR122 inh: inhibitors of miR-122 in Huh7 cells; Huh7 miR-122 Renilla luciferase sensor, 48 h; neutral wells = 0, positive control = 100; activation (reporter increase), % at 12.5 µM; 0.3% of 340,000 active; AID 602342;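 active = mean replicate activation score at least 90 and every replicate individually at or above 90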;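 also: higher luciferase means less miR-122 activity so hits act as miR-122 inhibitors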
The depositor's hits bear a star; . = no result given; [ ] = remark or other dose.

Start of the data: the first four entries, to show the layout:
Value order – Statin myotox sup	CFTR F508del cor	PGC1a acetyl inh	FN deposition inh	PglD inh	GSIS activator	Cneo AK release	miR122 inh
#1 O=C(Cc1n[nH]c(=O)c2ccccc12)OCC(=O)c1ccc2c(c1)OCCO2
→ -16	.	-17	-18	0	21	0	83
#2 Cc1cc(C)n(CC(O)CN2C(=O)NC(C)(C)C2=O)n1 (stereo not drawn)
→ 0	.	3	-10	-6	.	0	-4
#3 O=C(C[C@H]1CC[C@H]2[C@@H](COC[C@@H](O)CN2S(=O)(=O)c2ccccc2F)O1)NCc1ccccc1F
→ -26	0.8	4	-3	-1	7	-1	-4[16.7 µM]
#4 Cc1cc(C)cc(S(=O)(=O)c2cn(C)c3cc(N4CCN(C)CC4)c(F)cc3c2=O)c1
→ 12	3.2	-3	-5	3	1	0	-3

Main list, from the first entry:
Value order – Statin myotox sup	CFTR F508del cor	PGC1a acetyl inh	FN deposition inh	PglD inh	GSIS activator	Cneo AK release	miR122 inh
#1 O=C(Cc1n[nH]c(=O)c2ccccc12)OCC(=O)c1ccc2c(c1)OCCO2
→ -16	.	-17	-18	0	21	0	83
#2 Cc1cc(C)n(CC(O)CN2C(=O)NC(C)(C)C2=O)n1 (stereo not drawn)
→ 0	.	3	-10	-6	.	0	-4
#3 O=C(C[C@H]1CC[C@H]2[C@@H](COC[C@@H](O)CN2S(=O)(=O)c2ccccc2F)O1)NCc1ccccc1F
→ -26	0.8	4	-3	-1	7	-1	-4[16.7 µM]
#4 Cc1cc(C)cc(S(=O)(=O)c2cn(C)c3cc(N4CCN(C)CC4)c(F)cc3c2=O)c1
→ 12	3.2	-3	-5	3	1	0	-3
#5 Cc1ccc(N(C)S(=O)(=O)c2c(C)[nH]c(C)c2C(=O)N2CCCC2)cc1
→ 9	-0.8	-5	-10	5	287	1	0
#6 O=C(Nc1cccc(C2=NCCN2)c1)Nc1cccc(C2=NCCN2)c1
→ -110	8.3*	1	-5	-7	.	-1	14
#7 COCCN(C(=O)c1ccccc1OC)c1nnc(C)s1
→ -2	-0.8	10	-14	2	16	0	0
#8 Cc1c(NC(=O)c2ccc3c(c2)OCO3)cccc1-c1nc2ccccc2o1
→ 30	.	-5	.	-2	-4	0	-2
#9 COc1cccc(C(=O)Nc2ccc3c(c2)C(=O)N(C)C[C@@H](OC)[C@H](C)CN(C(=O)C2CCCCC2)[C@H](C)CO3)c1
→ 16	0.3	.	2	1	9	-1	-3[16.7 µM]
#10 Cn1c(COc2ccc(C(=O)O)cc2)nc2ccccc21
→ -3	-3.0	.	1	3	4	1	0

(further entries)
Value order – Statin myotox sup	CFTR F508del cor	PGC1a acetyl inh	FN deposition inh	PglD inh	GSIS activator	Cneo AK release	miR122 inh
#11 CCOc1ccc(/C=C2\SC(=S)N(CCC(=O)N(CCO)c3ccccc3)C2=O)cc1
→ 15	-2.2	3	-6	-6	8	-2	4
#12 C[C@H]1CN([C@@H](C)CO)C(=O)c2cc(-c3cncnc3)cnc2O[C@@H]1CN(C)Cc1ccc(Oc2ccccc2)cc1
→ 18	0.3	-4	.	7	-16	0	-21[16.7 µM]
#13 CN1C(=O)c2cc(NC(=O)Nc3ccccc3F)ccc2OC[C@@H]2O[C@@H](CC(=O)O)CC[C@H]21
→ -1	0.0	-2	-30	-3	-3	1	-7[16.7 µM]
#14 Cn1cc(CN2CCC(CO)CC2)c(-c2ccc(Oc3ccccc3)cc2)n1
→ .	1.5	-10	-2	.	8	.	.
#15 COCCNC(=O)c1cc2c(=O)[nH]c3ccccc3c2s1
→ -14	1.4	.	23	1	8	1	-6
#16 CCOc1ccccc1OCC(=O)NN=C1CCCC(=O)C1
→ 1	2.2	-2	9	-6	.	0	-3
#17 CCn1ncc(CN2CCC(Oc3cc(C(=O)NC4CC4)ccc3OC)CC2)c1C
→ 0	-1.4	6	-5	-1	9	2	0
#18 O=C(NC1CCCCC1)c1cccnc1Sc1ccccc1
→ 1	-1.3	-8	2	.	62*	.	-1
#19 Cn1cnc2c(cnn2C)c1=N
→ 5	0.0	19	-13	1	7	0	-6
#20 CC(=O)Nc1cccc2c1Cc1cc([N+](=O)[O-])ccc1-2
→ .	0.9	-7	-3	.	0	.	-2

Other entries:
Value order – Statin myotox sup	CFTR F508del cor	PGC1a acetyl inh	FN deposition inh	PglD inh	GSIS activator	Cneo AK release	miR122 inh
#21 CCN(CC)C(=O)CSc1nnc(-c2ccc(S(=O)(=O)NCc3ccccc3Cl)cc2)o1
→ -45	.	13	-1	.	-1	.	63
#22 Cc1ccc(-n2c(C)cc(C)c(C#N)c2=O)cc1Cl
→ 5	.	15	0	-3	.	-2	-5
#23 CCOc1ccccc1N(CC(=O)N/N=C(\C)c1cccc(Br)c1)S(C)(=O)=O
→ .	1.6	0	12	.	-11	.	-2
#24 COc1cccc(CNC(=S)Nc2ccc3c(c2)c(=O)n(C)n3Cc2csc(C)n2)c1
→ 19	-3.9	0	3	-6	2	-1	2
#25 C[C@H]1CN([C@@H](C)CO)S(=O)(=O)c2ccc(/C=C/c3ccccc3)cc2O[C@H]1CN(C)C(=O)Nc1ccc(F)cc1
→ -8	-3.4	1	8	0	4	1	12[16.7 µM]
#26 CCSc1nnc(NC(=O)C(C)(C)C)s1
→ 22	.	-2	-2	-1	.	-2	-6
#27 O=C(O)c1ccc(NC(CSCc2cccc(F)c2)C(=O)O)c([N+](=O)[O-])c1 (stereo not drawn)
→ -3	-0.3	26	.	0	1	2	.
#28 O=S(=O)(Nc1ccccc1N1CCOCC1)c1c(F)cc(F)cc1Br
→ 1	2.1	-16	1	3	4	-1	10
#29 COc1cccc(C(=O)NCC(=O)N2CCC(C)CC2)c1
→ 99*	.	-1	.	-5	12	-1	0
#30 Cn1c(C(=O)N2CCc3ccccc3C2)cc2c(=O)n3ccccc3nc21
→ .	.	.	-2	-5	.	12	-3

(cont.)
Value order – Statin myotox sup	CFTR F508del cor	PGC1a acetyl inh	FN deposition inh	PglD inh	GSIS activator	Cneo AK release	miR122 inh
#31 Cc1ccc(SCC(=O)NNC(=O)c2ccccc2)cc1C
→ -2	2.5	11	-3	1	25	0	-3
#32 COc1ccc(CCNC(=O)c2cc(-c3cc(Cl)ccc3O)n[nH]2)cc1OC
→ -45	-0.3	3	4	0	2	0	11
#33 C[C@H]1CCCCO[C@H](CN(C)S(=O)(=O)c2cn(C)cn2)[C@@H](C)CN([C@@H](C)CO)C(=O)c2cc(NS(C)(=O)=O)ccc2O1
→ .	1.6	6	.	2	4	4	1[16.7 µM]
#34 CCn1cc(/C=C(\NC(=O)c2ccccc2)C(=O)NCCCn2ccnc2)c2ccccc21
→ 1	1.4	.	10	2	.	0	165*
#35 CCN1C(=O)CC(C(=O)Nc2ccc(F)cc2)SC1=Nc1cccc(OC)c1 (stereo not drawn)
→ 0	.	-5	.	-7	.	1	0
#36 C[C@H](CO)N1C[C@H](C)[C@@H](CN(C)C)Oc2ccc(NC(=O)Nc3ccccc3)cc2C1=O
→ -2	-1.2	-1	.	7	17	-1	-2[16.7 µM]
#37 CN1CCOCCOCCN(C)C1=O
→ 16	.	-5	0	1	.	1	1
#38 C/C(=N\NC(=O)C1CCCC1)c1ccc(C(C)C)cc1
→ -9	-0.8	-3	.	3	-1	-1	3
#39 COc1ccccc1CNC(=O)C[C@@H]1C[C@H]2c3cc(NC(=O)NC4CCCC4)ccc3O[C@H]2[C@@H](CO)O1
→ 2	3.6	-4	2	0	-8	-2	2[16.7 µM]
#40 CC1CN(C(=O)COC(=O)c2ccc(NC(=O)CC#N)cc2)CC(C)O1 (stereo not drawn)
→ .	-3.0	-3	-10	.	-11	.	.

Quoted at random: 5 records from the list
Value order – Statin myotox sup	CFTR F508del cor	PGC1a acetyl inh	FN deposition inh	PglD inh	GSIS activator	Cneo AK release	miR122 inh
#40 CC1CN(C(=O)COC(=O)c2ccc(NC(=O)CC#N)cc2)CC(C)O1 (stereo not drawn)
→ .	-3.0	-3	-10	.	-11	.	.
#33 C[C@H]1CCCCO[C@H](CN(C)S(=O)(=O)c2cn(C)cn2)[C@@H](C)CN([C@@H](C)CO)C(=O)c2cc(NS(C)(=O)=O)ccc2O1
→ .	1.6	6	.	2	4	4	1[16.7 µM]
#36 C[C@H](CO)N1C[C@H](C)[C@@H](CN(C)C)Oc2ccc(NC(=O)Nc3ccccc3)cc2C1=O
→ -2	-1.2	-1	.	7	17	-1	-2[16.7 µM]
#38 C/C(=N\NC(=O)C1CCCC1)c1ccc(C(C)C)cc1
→ -9	-0.8	-3	.	3	-1	-1	3
#32 COc1ccc(CCNC(=O)c2cc(-c3cc(Cl)ccc3O)n[nH]2)cc1OC
→ -45	-0.3	3	4	0	2	0	11

Going on with the list.
Value order – Statin myotox sup	CFTR F508del cor	PGC1a acetyl inh	FN deposition inh	PglD inh	GSIS activator	Cneo AK release	miR122 inh
#41 CCOc1cc(C)c(S(=O)(=O)Nc2ccc3cn[nH]c3c2)cc1C
→ -11	.	-6	.	3	.	2	124*
#42 COCCNC(=O)C1(C)CCN(C(=O)c2ccc3ccccc3n2)C1 (stereo not drawn)
→ 8	3.1	-2	0	-3	-6	0	-6
#43 Cc1c2c(nc3ccccc13)CCC(C(C)(C)C)C2 (stereo not drawn)
→ .	-0.5	0	7	.	6	.	.
#44 Cc1ccc(C(=O)OCC(=O)NC(=O)c2ccccc2)o1
→ -7	1.0	16	6	3	16	-1	-5
#45 CC(=O)c1cc(C(=O)c2ccccc2)sc1Nc1ccccc1
→ .	.	-11	21	-3	8	-1	-1
#46 COc1cccc(OCC(O)CN2C(C)CCCC2C)c1 (stereo not drawn)
→ 3	.	2	.	0	.	3	-10
#47 COc1ccc(S(=O)(=O)Nc2cccc(/C=C/C(=O)O)c2)cc1
→ .	.	-14	9	-2	4	0	5
#48 Cc1nn(-c2ccccc2[N+](=O)[O-])c(=O)c2ccccc12
→ 11	-1.3	.	8	0	-2	1	6
#49 COC(=O)c1ccc(NC(=O)CSc2ccccn2)cc1
→ .	.	.	-4	-2	.	-3	2
#50 CC1=C(C(=O)N2CCCCCC2)CC(CC(=O)NCc2cccs2)C(=O)N1Cc1ccccc1 (stereo not drawn)
→ 0	2.1	0	.	2	8	2	10

Additional entries
Value order – Statin myotox sup	CFTR F508del cor	PGC1a acetyl inh	FN deposition inh	PglD inh	GSIS activator	Cneo AK release	miR122 inh
#51 C/C(=N\Nc1ccc(C)c(Cl)c1)c1cccnc1
→ -65	-2.2	13	-5	-1	10	1	-5
#52 COCCn1c(SCC(=O)Nc2cccc(F)c2)nc2c([nH]c3ccccc32)c1=O
→ .	2.5	7	-1	-7	14	-1	10
#53 C[C@H]1CN([C@@H](C)CO)C(=O)c2cccc(NC(=O)Nc3cccc4ccccc34)c2O[C@@H]1CN(C)C(=O)Nc1ccc(C(F)(F)F)cc1
→ -52	-0.4	0	.	4	-16	-5	1[16.7 µM]
#54 CO[C@H]1CN(C)C(=O)c2cc(NC(=O)c3ccccc3F)ccc2OC[C@H](C)N(C(C)=O)C[C@H]1C
→ -2	-1.0	0	-13	-1	8	95*	.
#55 CCN1C(=O)CSC1=Nc1ccc(C(=O)OC)cc1
→ 3	2.3	.	-8	5	11	1	7
#56 COc1ccc(CNC(=S)NCc2ccc(F)cc2)cc1OC
→ 0	-2.8	.	.	-5	-35	2	9

Source: PubChem BioAssay (Broad Institute)
